NR3A LBD binder: binders of NR3A ligand-binding domain, primary screen, biophysical, differential scanning fluorimetry, uHTS; actives 2.5% (n = 340,000); Tm shift relative to glycine control, % at 25 µM; NR3A LBD differential scanning fluorimetry, Tm shift; 0% = protein alone, 100% = glycine-bound protein; Glutamate receptor ionotropic, NMDA 3A (GRIN3A) ligand-binding domain;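 active means melting temperature shift of at least 10% of the positive control shift, at one fixed dose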
tim23-1 inh: growth inhibitors of tim23-1 mutant yeast, primary screen, luminescence, uHTS; inhibition, % at 20 µM; S. cerevisiae tim23-1 growth, BacTiter-Glo luminescence, 24 h; actives 1.3% (n = 330,000);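 active means growth inhibition of the mutant yeast at or above 50%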;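 further: temperature-sensitive mutant grown at 25 °C; plate controls were DMSO-treated mutant yeast for no effect and medium wells lacking yeast for full effect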
UPR CHOP act: activators of apoptotic CHOP UPR arm, primary screen, cell-based, CHO-CHOP luciferase reporter, luminescence, uHTS | UPR activation; percent of tunicamycin response over DMSO baseline | activation, % at 10 µM | actives 0.34% (n = 330,000);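 active means at 10 µM dose, activation of 40% or more, normalized to positive control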;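 further: 100% = tunicamycin at 10 µg/mL and 0% = DMSO alone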
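System: CHO-CHOP luciferase reporter cell line; amount: 500 cells/well; buffer or medium: F12 medium containing 10% fetal bovine serum; incubation: 6 h compound exposure at 37 °C after overnight seeding; measured by: luciferase luminescence after 10 min with Steady-Glo reagent; evaluation: % reporter activation, DMSO baseline versus tunicamycin full activation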
Mdm2 MdmX PPI: inhibitors of human Mdm2-MdmX association, primary screen, cell-based, luminescence, split luciferase, SaOS-2, uHTS; SaOS-2 split-luciferase Mdm2/MdmX complementation; actives 3% (n = 330,000); Protein Mdm4 (Homo sapiens) + E3 ubiquitin-protein ligase Mdm2 (Homo sapiens), …; inhibition, % at 8 µM;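 active means inhibition of at least 50% at 8 µM in the primary screen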
XBP1 UPR activ: activators of adaptive XBP1 UPR arm, primary screen, cell-based, CHO-XBP1 luciferase reporter, luminescence, uHTS. IRE1-XBP1 UPR activation; percent of tunicamycin response, DMSO as zero. activation, % at 20 µM. actives 0.33% (n = 330,000). AID 463104, 2010;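 active means versus positive control, 20 µM dose yields 30% or more activation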;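 further: 100% = tunicamycin at 10 µg/mL and 0% = DMSO only wells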
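Test system: CHO-XBP1 luciferase reporter cells | Buffer or medium: Serum-containing F12 medium, 10% FBS | Schedule: 6 h compound exposure at 37 °C, 5% CO2 | Detection: Steady-Glo luciferase glow luminescence, 10 min after reagent addition | Read-out basis: Activation, % of tunicamycin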
NLRP3 yeast inh: NALP3 inflammasome inhibitors in reconstituted yeast, primary screen, luminescence, uHTS. actives 0.39% (n = 330,000). AID 2825, 2010. inhibition, % at 10 µM. Yeast reconstituted NLRP3/ASC/caspase-1, beta-gal luminescence, 24 h;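 active means inhibition of 50% or more; inactive means inhibition below 50%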;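 further: plate controls were induced DMSO wells for no effect and uninduced yeast grown without galactose for full effect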
APJ agonist: agonists of human apelin receptor APJ, primary screen, CHO-K1 cells, PathHunter beta-arrestin, luminescence; P35414; 0% DMSO wells, 100% apelin; activation, % at 20 µM; actives 0.11% (n = 330,000); AID 2520, 2010;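 active means activation more than six SD over the plate average, tested at 20 µM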;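 further: 0% = DMSO alone and 100% = apelin-13 at 10 nM; some results filed as inactive read as strong as hits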
Target sequence (P35414 whole entry, looked up): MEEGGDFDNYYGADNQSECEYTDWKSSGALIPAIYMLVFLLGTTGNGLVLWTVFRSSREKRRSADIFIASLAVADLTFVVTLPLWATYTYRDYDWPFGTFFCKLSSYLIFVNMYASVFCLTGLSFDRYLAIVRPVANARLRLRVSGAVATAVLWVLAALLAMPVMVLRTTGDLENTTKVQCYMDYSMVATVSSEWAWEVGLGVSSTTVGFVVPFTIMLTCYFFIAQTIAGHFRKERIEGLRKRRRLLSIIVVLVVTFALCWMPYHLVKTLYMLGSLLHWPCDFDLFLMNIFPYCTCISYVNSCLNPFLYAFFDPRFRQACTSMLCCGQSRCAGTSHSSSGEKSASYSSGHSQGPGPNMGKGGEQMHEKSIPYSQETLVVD
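Incubation: overnight seeding, 90 min compound at 25 °C, 1 h detection; test system: PathHunter CHO-K1 APJ (AGTRL-1) beta-arrestin reporter cells; amount: 1000 cells/well; doses: one dose, 20 µM compound, 1% DMSO; measured by: beta-gal luminescence; measure: agonist-driven arrestin binding to APJ; benchmarks: negative DMSO alone, positive Apelin-13 at 10 nM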
tim10-1 inh: growth inhibitors of tim10-1 mutant yeast, primary screen, luminescence, uHTS; S. cerevisiae tim10-1 ts strain growth, BacTiter-Glo, 24 h; inhibition, % at 20 µM; actives 2.2% (n = 330,000);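 active means inhibition of at least 40%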;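 further: mutant grown at 25 °C; 0% = DMSO wells with yeast and 100% = wells holding no yeast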
TIM10 inh: growth inhibitors of isogenic TIM10 control yeast, primary screen, counter-screen for tim10-1 yeast inhibitor project, luminescence, uHTS; S. cerevisiae TIM10 strain growth, BacTiter-Glo luminescence, 24 h; inhibition, % at 10 µM; actives 1.4% (n = 330,000); AID 463195, 2010;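 active means inhibition of 40% or more at the single tested concentration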;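 further: wild-type TIM10 isogenic control strain grown at permissive 25 °C; 0% = DMSO yeast wells and 100% = minimal medium wells without yeast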
Starred values were filed as active, the others as inactive.

SMILES	NR3A LBD binder	tim23-1 inh	UPR CHOP act	Mdm2 MdmX PPI	XBP1 UPR activ	NLRP3 yeast inh	APJ agonist	tim10-1 inh	TIM10 inh
COc1ccc(N2CCN(c3ccc(N)cc3C#N)CC2)cc1	-13	-3	-2.6	-2	4	30	2	10	7
COc1ccc(C2=CC(c3ccc(C)cc3)n3nnnc3N2)cc1 (stereo not given)	-8	14	1.6	2	-1	10	-4	14	18
O=c1[nH]c2ccsc2c(=O)n1-c1ccc(F)cc1	5	-2	2.3	10	-3	-17	-4	17	10
COc1ccc(NC(=O)CN2C(=O)NC3(CCCCCCC3)C2=O)cc1	3	-11	-0.5	20	-4	24	0	-27	-9
O=CN1CCN(C(=O)c2ccc([N+](=O)[O-])cc2)CC1	1	8	1.7	-12	-1	13	2	3	2
CC(C)Oc1ccc(S(=O)(=O)N2CCCCC2)cc1NC(=O)C1CCC1	0	7	0.9	16	-3	-1	1	7	17
C=CCNC(=O)CSc1nc2sc3c(c2c(=O)n1CCCOC)CCC3	-1	2	2.4	18	-2	18	-3	8	-9
CCn1c(C)nc2cc(S(N)(=O)=O)ccc21	-1	16	1.9	1	-1	20	-4	15	7
C/C(=N\NC(=O)c1ccn(C)n1)c1ccco1	-1	3	2.4	10	-7	-6	1	-9	-4
COCCCN=Cc1c(C)[nH]n(-c2ccc(Br)c(C)c2)c1=O	66*	18	0.1	-53	-3	32	1	20	13
Cc1ccc(-n2nnnc2Sc2nc([N+](=O)[O-])nn2C)cc1C	5	20	-2.6	36	-6	29	5	8	-2
CCCc1cc(C(=O)N2CCCN(C)CC2)cs1	1	7	-2.1	23	-1	20	-9	-5	-6
Cc1ccc(C)c(S(=O)(=O)NCc2cccnc2)c1	-2	-12	-0.7	-8	-3	2	-5	5	-14
CC(=O)Nc1ccc(-c2csc(NC(=O)CCNC(=O)c3ccco3)n2)cc1	-3	0	-0.6	25	0	5	-5	-12	-2
CC(=O)Nc1ccc(S(=O)(=O)N2CCN(CC(=O)N3CCOCC3)CC2)cc1	0	-1	-0.5	6	-1	16	-6	-9	-15
CC(C)C[C@@H]1NC(=O)[C@H](C(C)C)NC(=O)c2cc([N+](=O)[O-])cc(I)c2OCC[C@@H](C(N)=O)NC1=O	-3	3	0.0	-20	-1	2	2	16	-7
O=C(NCCCN1CCN(c2ccccc2F)CC1)C1CCC(=O)N1C1CCCC1 (stereo not given)	0	10	0.2	9	0	12	-3	13	-9
COCc1cc(=O)[nH]c(SCC(=O)N2CCOCC2)n1	1	16	1.4	29	-4	13	-1	11	7
CCN1CCN(c2ccc(S(=O)(=O)N3CCCCC3)cc2NC(=O)c2ccccc2)CC1	0	-7	0.8	26	-1	15	-7	-13	-3
COC(=O)N1N=C(c2ccc(Br)cc2)CC1(O)C(F)(F)F (stereo not given)	-4	24	6.6	-109	-1	3	0	28	12
c1ccc(-n2nnnc2-c2cccnc2)cc1	-2	4	1.2	18	-3	-12	2	18	3
O=C(O)Cc1ccc(NC(=O)c2ccc(NC(=O)c3ccco3)cc2)cc1	-1	18	0.0	-10	-1	3	-2	14	3
O=C(CN1C(=O)C2C3C=CC(C3)C2C1=O)NCC1COc2ccccc2O1 (stereo not given)	3	18	4.8	-16	-2	16	12	-2	-15
CC(C)(C)c1ccc(SCCc2ccncc2)cc1	0	19	3.7	-11	0	35	0	2	0
CC1(C)CC(=O)c2c(oc3ccc(NS(=O)(=O)c4cccc5cccnc45)cc23)C1	-8	0	0.2	4	-3	-3	-1	0	20

Complete entries from above. Order of screens: NR3A LBD binder | tim23-1 inh | UPR CHOP act | Mdm2 MdmX PPI | XBP1 UPR activ | NLRP3 yeast inh | APJ agonist | tim10-1 inh | TIM10 inh
Record of COc1ccc(NC(=O)CN2C(=O)NC3(CCCCCCC3)C2=O)cc1 : 3 | -11 | -0.5 | 20 | -4 | 24 | 0 | -27 | -9
Record of COC(=O)N1N=C(c2ccc(Br)cc2)CC1(O)C(F)(F)F (stereo not given) : -4 | 24 | 6.6 | -109 | -1 | 3 | 0 | 28 | 12
Record of CC1(C)CC(=O)c2c(oc3ccc(NS(=O)(=O)c4cccc5cccnc45)cc23)C1 : -8 | 0 | 0.2 | 4 | -3 | -3 | -1 | 0 | 20
Record of O=CN1CCN(C(=O)c2ccc([N+](=O)[O-])cc2)CC1 : 1 | 8 | 1.7 | -12 | -1 | 13 | 2 | 3 | 2
Record of CC(C)C[C@@H]1NC(=O)[C@H](C(C)C)NC(=O)c2cc([N+](=O)[O-])cc(I)c2OCC[C@@H](C(N)=O)NC1=O : -3 | 3 | 0.0 | -20 | -1 | 2 | 2 | 16 | -7

The main list resumes, starting 3 compounds before the break.
SMILES	NR3A LBD binder	tim23-1 inh	UPR CHOP act	Mdm2 MdmX PPI	XBP1 UPR activ	NLRP3 yeast inh	APJ agonist	tim10-1 inh	TIM10 inh
O=C(CN1C(=O)C2C3C=CC(C3)C2C1=O)NCC1COc2ccccc2O1 (stereo not given)	3	18	4.8	-16	-2	16	12	-2	-15
CC(C)(C)c1ccc(SCCc2ccncc2)cc1	0	19	3.7	-11	0	35	0	2	0
CC1(C)CC(=O)c2c(oc3ccc(NS(=O)(=O)c4cccc5cccnc45)cc23)C1	-8	0	0.2	4	-3	-3	-1	0	20
COc1cc(/C=N/NC(=O)C(N)=O)cc(OC)c1O	0	14	0.7	8	-1	-16	-1	11	-9
O=C(NCCC1=CCCCC1)C1CCCN(S(=O)(=O)c2ccccc2)C1 (stereo not given)	0	16	0.9	12	-1	5	-3	19	27
CCOc1ccc(N=C(C)C2=C(O)c3ccccc3C2=O)cc1	2	60*	0.9	-142	-4	39	0	8	17
O=C(CC1SC(N2CCCCC2)=NC1=O)Nc1ccc(C(=O)NCCc2ccc(F)cc2)cc1 (stereo not given)	0	-14	1.0	-2	0	-9	-1	-2	7
COC(=O)c1c(C)cc(O)c(C=O)c1O	1	56*	0.1	20	-6	8	3	9	0
CCn1c(-c2ccoc2C)n[nH]c1=S	0	-2	-1.5	12	-2	-19	-3	11	-10
CCOC(=O)c1c(N2C(=O)Nc3ccccc3N2O)n[nH]c1-c1cccc(OC)c1	-1	4	-2.6	-16	3	6	-3	9	5
CC(=O)N1CCN(CC(=O)Nc2ccc(C)c(F)c2)CC1	3	-2	-2.4	11	-1	8	-2	-10	-2
Cc1ccc(NC(=S)N(Cc2ccccc2)C(C)C)cc1	1	37	0.9	25	-3	19	3	38	29
O=C(NCc1cccnc1)c1ccccc1NS(=O)(=O)c1ccc(F)cc1	0	12	2.8	6	-4	10	0	5	10
Cn1c2ccccc2c2c(C(=O)N3CCN(c4ccc(F)cc4)CC3)cn(C3CCCC3)c(=O)c21	-2	31	3.3	0	6	16	0	37	37
CC(=O)c1cccc(Nc2nc(N3CCOCC3)nc(N3CCOCC3)n2)c1	0	9	2.0	31	1	17	-4	12	1
CCOC(=O)C1=C(COC(=O)c2cccc(Cl)c2)NC(=O)NC1C (stereo not given)	-1	16	1.6	28	-1	8	9	19	4
O=C(O)CCCN1C(=O)C(=O)/C(=C(/O)c2ccc(Cl)cc2)C1c1ccccc1 (stereo not given)	-4	4	0.2	-9	-1	5	0	0	-19
Fc1cc(Br)ccc1NC(=S)Nc1ccccc1	-1	26	2.3	4	1	15	1	15	0
CCOc1cc2c(cc1OCC)C(C(=O)O)C(c1cc(Br)c(O)c(OC)c1)N(C)C2=O (stereo not given)	0	0	-0.9	-11	2	10	3	5	13
CCn1c(SCC(=O)N2CCC(C)CC2)nc2c1c(=O)n(C)c(=O)n2C	-2	5	2.0	-16	-1	6	-2	11	4
COc1ccc(-c2nc(CS(=O)(=O)CC(=O)NCCCN3CCN(C)CC3)c(C)o2)cc1	3	10	8.8	-19	-1	15	2	3	-1
Cc1cc(-c2nc3c4c5c(sc4[nH]c(=O)n3n2)CCC5)c(C)o1	3	-4	-0.3	19	-2	14	1	13	5
O=C(NCC(=O)N1CCN(c2ccccc2O)CC1)C1CCCCC1	0	-3	-0.6	9	-1	12	-3	-16	-21
COCCNc1c(-c2ccc(OC)cc2)nc2ccc(Cl)cn12	0	26	0.1	9	-3	26	1	31	12
NC(=O)CCNC(=O)c1ccc(Cl)cc1	2	5	0.8	-1	-3	2	4	10	-24
Clc1ccc(Cc2ccccn2)cc1	0	15	-1.2	-5	-1	9	-1	-3	-2
